# ASAP1 GAP inh – inhibitors of human ASAP1 ArfGAP activity, primary screen, biochemical, fluorescence polarization; ASAP1-stimulated ARF1 GTP hydrolysis, GDP FP detection; inhibition, % at 16.5 µM; 360,000 compounds, 0.19% hits; in the data active = inhibition above about 25%;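 also: 0% = vehicle with enzyme and substrate and 100% = no enzyme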
# Target sequence (Q9ULH1 325-724 limits assumed): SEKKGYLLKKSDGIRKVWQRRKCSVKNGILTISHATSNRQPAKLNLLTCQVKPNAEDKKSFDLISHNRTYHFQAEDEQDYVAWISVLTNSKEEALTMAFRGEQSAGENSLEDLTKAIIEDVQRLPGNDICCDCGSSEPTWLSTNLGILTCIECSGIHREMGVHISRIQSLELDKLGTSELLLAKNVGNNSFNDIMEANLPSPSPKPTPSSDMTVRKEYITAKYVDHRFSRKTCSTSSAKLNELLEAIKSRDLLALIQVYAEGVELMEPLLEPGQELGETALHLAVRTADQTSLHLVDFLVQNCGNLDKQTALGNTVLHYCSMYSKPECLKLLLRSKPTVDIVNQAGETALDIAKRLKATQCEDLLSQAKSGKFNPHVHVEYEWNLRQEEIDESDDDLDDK
# HTRA1 inh – HTRA1 serine protease inhibitors, primary screen, biochemical, fluorescence polarization, HTS | Q92743 | recombinant HTRA1, FP-rhodamine activity-based probe | inhibition, % at 5.96 µM | 340,000 compounds, 0.5% hits | AID 504803, 2011; in the data active = inhibition above about 36%;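 also: 0% = enzyme with DMSO and 100% = wells lacking enzyme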
# Target sequence (Q92743 whole entry, looked up): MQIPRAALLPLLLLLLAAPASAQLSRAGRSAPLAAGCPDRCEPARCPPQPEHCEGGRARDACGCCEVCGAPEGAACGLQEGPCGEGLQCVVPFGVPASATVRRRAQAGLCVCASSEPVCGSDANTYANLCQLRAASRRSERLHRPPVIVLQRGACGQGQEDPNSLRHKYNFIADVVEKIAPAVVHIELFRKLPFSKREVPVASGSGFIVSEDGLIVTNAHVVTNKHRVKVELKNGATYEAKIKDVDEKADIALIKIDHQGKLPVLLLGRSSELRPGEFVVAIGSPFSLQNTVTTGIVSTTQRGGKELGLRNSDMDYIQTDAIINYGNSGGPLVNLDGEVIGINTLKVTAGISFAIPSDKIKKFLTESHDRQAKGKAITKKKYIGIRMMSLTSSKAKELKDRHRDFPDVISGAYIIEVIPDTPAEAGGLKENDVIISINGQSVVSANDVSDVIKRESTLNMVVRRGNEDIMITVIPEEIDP
# rCAG binder – binders of r(CAG) RNA repeats, primary screen, biochemical, fluorescence; r(CAG) RNA repeat, TO-PRO-1 dye displacement fluorescence; inhibition, % at 3 µM; 370,000 compounds, 1.3% hits;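 active = inhibition above the plate cutoff, the mean of all test compounds on that plate plus 3 SD, cut at about 35% in these data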;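 also: 0% = DMSO alone and 100% = 100 µM mitoxantrone as full dye displacement; higher means more dye released from RNA so lower well fluorescence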
# mABHD4 FP – ABHD4 inhibitors, primary screen, biochemical, fluorescence polarization, mouse. (Lyso)-N-acylphosphatidylethanolamine lipase (Mus musculus), Q8VD66. purified mABHD4, FP-Rh probe fluorescence polarization. inhibition, % at 8.92 µM. 370,000 compounds, 0.54% hits. AID 720543, 2013;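 active = inhibition exceeding the mean over every tested compound plus 3 SD, cut at about 30% in these data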;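 also: 0% = plate median of compound wells and 100% = S159A mutant with DMSO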
#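 Assay system: wild-type mouse ABHD4 protein; compound: single nominal dose of 8.92 µM, 0.89% DMSO final; schedule: 45 min + 60 min at 25 °C; measured by: FP readout, ex 525 nm / em 598 nm; evaluation: % inhibition of FP-Rh probe binding versus controls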
# NPR2 activator – human GC-B receptor activators, primary screen, HEK293 GC-B cells, cGMP TR-FRET, EC30 CNP; Atrial natriuretic peptide receptor 2 (Homo sapiens), P20594; 0% at EC30 CNP, 100% saturating CNP; activation, % at 10 µM; AID 1920062, 2024; 370,000 compounds, 0.11% hits;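 active = activation at 10 µM reaching about 35% in either raw or pattern-adjusted values, limit read from the data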
# SMARCA2 act – SMARCA2 (BRM) function activators, primary screen, cell-based, luminescence, high throughput; MG213 cells, MMTV-luciferase reporter, dexamethasone, overnight; activation, % at 9.1 µM; 370,000 compounds, 1% hits; AID 652017, 2013; in the data active = activation above about 7.8%;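 also: 0% = vehicle wells and 100% = reference activator wells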
# PG9 binder – binders of HIV-1 gp120 antibody PG9, primary screen, biochemical, TR-FRET; HIV-1 gp120 / PG9 antibody interaction; TR-FRET gp120-PG9 antibody binding; inhibition, % at 6.7 µM; 360,000 compounds, 0.43% hits; in the data active = inhibition above about 8.5%
# GC-A act – GC-A stimulated cGMP production enhancers – HEK293 GC-A cells, cGMP TR-FRET, EC30 ANP, primary screen; 0% at EC30 ANP, 100% saturating ANP; 370,000 compounds, 0.14% hits; AID 1671463, 2021; activation, % at 10 µM; in the data active = activation above about 40%
# NR1D1 modulator – modulators of Rev-erb alpha DNA binding, primary screen, biochemical, FITC-DNA, fluorescence polarization, uHTS. Rev-erbα–FITC-DNA binding, 90 min. activity, % at 10 µM. 370,000 compounds, 0.79% hits. AID 1259318, 2017;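 active = activity above about 14%, limit read from the data; passing the limit was not always enough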;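 also: 0% = DMSO wells with 35 nM protein and 100% = DMSO wells with 750 nM protein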
# ARFGAP1 inhibitor – inhibitors of rat ARFGAP1 GAP activity, primary screen, biochemical, fluorescence polarization, GDP tracer; Arfgap1-stimulated ARF1 GTP hydrolysis, GDP FP detection; inhibition, % at 16.5 µM; 360,000 compounds, 0.26% hits;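 active = inhibition above a per-plate limit, mean inhibition of low control wells plus 3 SD, cut at about 25% in these data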;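 also: 0% = DMSO wells with enzyme and 100% = wells lacking Arfgap1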
# Target sequence (Q62848 1-136 limits assumed): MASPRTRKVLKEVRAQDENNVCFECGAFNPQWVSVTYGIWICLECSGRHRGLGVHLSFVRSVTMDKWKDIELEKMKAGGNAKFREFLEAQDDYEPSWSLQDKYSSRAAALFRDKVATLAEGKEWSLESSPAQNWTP
#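 Material – truncated rat Arfgap1 GAP domain · Buffer or medium – HEPES-based buffer, pH 7.5 · Reagent – human ARF1(Δ1-17)-GTP substrate · Dosing – 16.5 µM single point, 1.26% DMSO · Schedule – GTP hydrolysis reaction 2 h at 25 °C · Technique – GDP detection by fluorescence polarization · Benchmarks – No-Arfgap1 wells (100%) versus DMSO full-reaction wells (0%) · Repeats – single replicate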
# Active calls of the source: *; nt = no result given.
SMILES,ASAP1 GAP inh,HTRA1 inh,rCAG binder,mABHD4 FP,NPR2 activator,SMARCA2 act,PG9 binder,GC-A act,NR1D1 modulator,ARFGAP1 inhibitor
COc1ccc(-c2ccc(C(C)=O)cc2)cc1[C@H]1[C@@H]2C=CCC[C@@]2(C)C(=O)N1Cc1ccccc1,-5,-22,5,-3,-9,1,0.4,-8,-1,-5
OCCN1CCN(C(=S)Nc2ccc(SC(F)F)cc2)CC1,5,-4,-3,3,5,0,-2.8,1,-2,1
CCCS(=O)(=O)N1CCN(C(=O)c2cccnc2)CC1,4,2,2,3,11,-2,1.0,-2,-1,3
O=C(CCOc1ccccc1)Nc1ccnn1C1CCN(CCc2ccccc2)CC1,6,2,-7,7,-1,3,-0.9,-2,1,0
CCCCNC(=O)C[C@@H]1C(=O)N(CCc2ccc(Cl)cc2)C2=CCCC[C@]21C(=O)OCC,nt,nt,0,0,-1,0,nt,3,3,nt
CCCN(C(=O)c1ccc(N2CCCC2=O)cc1)c1c(N)n(Cc2ccccc2)c(=O)[nH]c1=O,14,-1,6,2,10,-2,0.9,4,-4,3
CCOC(=O)CSc1nnc(Cn2c(=O)sc3ccccc32)n1C,-2,5,-2,1,-3,3,-1.5,-3,-3,13
CC(=O)Nc1ccc(NC(=O)CSc2nc3nc(C)cc(C)c3c(=O)[nH]2)cc1,9,-1,-2,7,0,-1,-0.7,0,-3,0
CCOc1cc(CNCc2ccccn2)cc(Cl)c1OC,1,2,-5,3,4,-1,-0.4,-2,-5,-20
O=C(N/N=C/c1ccc([N+](=O)[O-])o1)C1CC1,7,2,9,5,6,-4,-3.6,2,9,13
COC(=O)c1ccc(C2Nc3cccc4cccc(c34)N2)cc1,7,12,14,6,-3,2,-2.8,-4,-6,14
Cc1cc(C)nc(NC(=O)COc2cc(Cl)cc(Cl)c2)n1,-7,-4,-2,2,-8,-1,-0.8,-4,6,0

# The last two records of the part before lead into the next:
SMILES,ASAP1 GAP inh,HTRA1 inh,rCAG binder,mABHD4 FP,NPR2 activator,SMARCA2 act,PG9 binder,GC-A act,NR1D1 modulator,ARFGAP1 inhibitor
COC(=O)c1ccc(C2Nc3cccc4cccc(c34)N2)cc1,7,12,14,6,-3,2,-2.8,-4,-6,14
Cc1cc(C)nc(NC(=O)COc2cc(Cl)cc(Cl)c2)n1,-7,-4,-2,2,-8,-1,-0.8,-4,6,0
Cc1cc(O)ccc1NC(=O)Cc1cccc2ccccc12,-8,0,0,1,1,-3,-2.4,1,-2,5
O=C(COc1ccc2c3c(c(=O)oc2c1)CCCC3)N[C@@H](Cc1ccccc1)C(=O)O,-11,-7,26,1,-2,0,-0.7,4,3,-22
O=C(NC(=S)Nc1ccc(CN2CCCCC2)cc1)c1ccco1,4,5,-5,0,6,6,-3.8,1,-6,11
COc1ccccc1C(=O)COC(=O)Cc1ccccc1F,-2,-8,1,1,-4,6,0.2,-3,0,6
Brc1ccc(COn2ccnc2)cc1,2,-3,0,1,1,-2,0.4,0,-7,6
CN(C)S(=O)(=O)c1cccc(NC(=O)CO/N=C(\N)c2ccccc2)c1,16,5,-1,5,5,-1,-1.3,2,-4,5
O=C(CSc1ccccc1C(=O)O)NCC1CCCCC1,7,-3,-3,11,-1,-3,-0.8,0,2,11
Cc1nc2ccc(NC(=O)c3cccs3)cc2c(=O)n1Cc1ccc(Cl)cc1,10,-156,12,-67,27,-7,-1.2,17,3,13
CCOC(=O)c1cc2sccc2n1CC(=O)Nc1ccc(OC)c(OC)c1,5,-9,0,-1,0,-5,-0.2,-4,3,0
Cc1ccccc1C(=O)NCC(=O)N1CCN(c2ccccn2)CC1,0,2,1,-6,0,-3,-1.2,6,-1,2
O=C1[C@H]2[C@@H](/C=C/c3ccccc3)N3C(=O)CN(CCO)C(=O)[C@@]3(Cc3ccccc3)[C@H]2C(=O)N1c1ccccc1,6,-4,1,-1,4,2,-1.8,0,-2,10
O=C(CSc1nnnn1-c1ccc(O)cc1)NC1CCCCC1,-8,0,2,-3,2,-2,-1.3,2,-2,12

# Looked up above.
# Result of `O=C1[C@H]2[C@@H](/C=C/c3ccccc3)N3C(=O)CN(CCO)C(=O)[C@@]3(Cc3ccccc3)[C@H]2C(=O)N1c1ccccc1` in HTRA1 inh: -4
# Result of `O=C(CSc1ccccc1C(=O)O)NCC1CCCCC1` in NR1D1 modulator: 2
# Result of `O=C(COc1ccc2c3c(c(=O)oc2c1)CCCC3)N[C@@H](Cc1ccccc1)C(=O)O` in HTRA1 inh: -7
# Result of `CN(C)S(=O)(=O)c1cccc(NC(=O)CO/N=C(\N)c2ccccc2)c1` in NPR2 activator: 5
# Result of `COc1ccccc1C(=O)COC(=O)Cc1ccccc1F` in NR1D1 modulator: 0

# (next part)
SMILES,ASAP1 GAP inh,HTRA1 inh,rCAG binder,mABHD4 FP,NPR2 activator,SMARCA2 act,PG9 binder,GC-A act,NR1D1 modulator,ARFGAP1 inhibitor
CCOc1ccc(S(=O)(=O)N(CC(=O)N2CCC(C(N)=O)CC2)c2ccc(F)cc2)cc1,9,-7,-5,0,-2,-4,2.2,0,2,10
O=C(CNC(=O)C1CC(=O)N(c2cccc3ccccc23)C1)Nc1ccccc1Br (configuration not stated),0,9,5,-6,1,-2,0.4,1,3,-1
COc1ccc(OC)c(NC(=O)CCNS(=O)(=O)c2cc(Br)cnc2N)c1,-6,7,5,-3,-4,-1,-2.0,2,-4,1
N#Cc1cccn1-c1nccc(-c2cccs2)n1,7,-14,3,3,-12,3,0.2,-13,1,3
O=C(O)Cc1ccc(S(=O)(=O)N2CCCC2)s1,-5,4,8,5,1,-1,-1.4,4,-12,4
CCOc1ccc(NC(=O)C(=O)NCCN2CCN(S(=O)(=O)c3ccccc3)CC2)cc1,6,7,-2,-7,-3,-1,1.9,-1,8,7
C=CCC(CC=C)(NC(=O)c1ccccc1C(=O)O)c1ccccc1,3,-7,1,1,2,-2,0.8,-3,3,-2
COC(=O)CC[C@H](/C=C/C(=O)OC(C)(C)C)Sc1ccc(C(C)(C)C)cc1,nt,nt,1,-5,5,3,nt,-2,7,nt
CC(C)(C)c1ccc(N2C(=O)Cc3c2nc(N)c(C#N)c3N)cc1,4,-11,3,3,4,0,0.0,1,-3,-6
COc1ccc(S(=O)(=O)NCCc2csc(C)n2)cc1C,11,2,-2,6,-3,1,0.3,1,-5,10
CC(=O)NCc1ccc(S(=O)(=O)NC2CCN(Cc3ccccc3)CC2)cc1,-7,nt,-4,2,-4,0,-0.3,1,-1,-11
Cc1cc(OCC(=O)Nc2ccncc2)cc(C)c1Br,11,-14,-3,-10,-1,-9,0.1,-2,-2,-1
COc1ccccc1N1CCN(S(=O)(=O)c2cccs2)CC1,2,-4,-4,3,3,-5,-0.3,1,-1,12
CCc1ccc(S(=O)(=O)Nc2ccc(-c3ccc4nnc(C)n4n3)cc2)s1,7,0,23,7,-1,-1,-0.2,4,-3,-1
O=C(COC(=O)c1cc([N+](=O)[O-])ccc1N1CCOCC1)NCCc1ccccc1,-5,-1,-7,2,0,-2,-2.2,-2,-1,-9
Cc1cccc(N(C)S(=O)(=O)c2cc3c(cc2C)n(C)c(=O)c(=O)n3C)c1,-3,6,2,0,-1,1,0.7,-3,8,7
Cc1ccccc1NC(=O)Cc1c(O)c2ccccc2[nH]c1=O,9,0,-1,1,-5,-1,-1.3,0,1,-7
CCC(CO)NC(=O)c1ccc(-c2nn(C)c(=O)c3ccccc23)cc1 (configuration not stated),1,-4,-3,1,3,1,-0.7,0,7,-17
O=C1NC(=O)/C(=C/c2ccc(O)cc2)S1,9,-1,-2,0,-7,-1,-2.5,0,1,6
Cc1cccc(NC(=O)c2nc[nH]c2C(=O)NC[C@@H](C)O)c1,10,-7,-1,-2,1,1,1.1,2,6,-2
COc1ccc(-n2nc(C(=O)NCC(=O)N3CCC(C(N)=O)CC3)c3ccccc3c2=O)cc1,-2,7,-2,5,-3,2,0.3,1,1,-13
COc1ccc(S(=O)(=O)N2CCCC(C(=O)N3CCN(Cc4ccccc4)CC3)C2)cc1Cl (configuration not stated),-8,-9,0,-1,-6,-4,-0.7,1,-6,1
Cc1cc(-n2c(C)cc(C(=O)CSc3nncn3C(C)C)c2C)no1,-10,-9,-2,7,-4,0,-0.5,3,-1,1
Cc1nn(CCc2nn[nH]n2)c2nc(-c3ccc(Br)cc3)cc(C(F)(F)F)c12,-4,-4,44*,-4,2,-2,19*,14,1,-14
CCOc1ccccc1C1C(C(N)=O)=C(C)Nc2nc(-c3ccccc3Cl)nn21 (configuration not stated),2,-5,3,1,0,-1,-1.1,-2,0,2
O=C(CNC(=O)C(c1ccccc1)c1ccccc1)N/N=C/c1cccnc1,-14,nt,9,3,-3,-4,-1.4,-1,-2,8
Cc1cc(C)c(NS(=O)(=O)c2ccc3c(c2)NC(=O)CC(=O)N3)c(C)c1,-1,-4,-2,6,0,-3,-0.1,-3,0,3
CC1CCN(c2nc3ccccn3c(=O)c2C=O)CC1,-4,-1,-4,0,1,0,-1.8,4,0,12
CC(C)NC(=O)Nc1ccc2c(c1)C(=O)N([C@@H](C)CO)C[C@@H](C)[C@H](CN(C)Cc1ccccc1)OCCCC[C@H](C)O2,-6,-4,0,3,5,-5,1.2,0,-6,10
Cc1nc(NS(=O)(=O)c2ccc(Br)cc2)c2c3c(sc2n1)CCC3,-2,-9,9,0,12,-2,0.0,4,-4,4
CN(C)CCN(C(=O)c1ccc(C(=O)c2ccccc2)cc1)c1nc2cc3c(cc2s1)OCO3,0,-5,-1,-3,-4,6,-1.5,-4,3,3
COc1ccc(OC(=O)c2cccc(S(=O)(=O)N3CCCC3)c2)cc1,4,1,-3,-2,-2,5,-1.5,-3,3,9
NC(=O)c1ccc(-c2nnn(CC(=O)N(C3CCCC3)C3CCS(=O)(=O)C3)n2)cc1 (configuration not stated),-3,-2,-1,-1,4,-1,-0.8,-1,-5,1
Cc1ccc(NC(=O)CNc2ccc(OC(C)C)cc2)c(C)c1,2,18,1,9,-1,0,0.4,2,1,-3
O=C(CCc1nc(-c2ccccc2)no1)NCc1ccccc1CN1CCOCC1,2,1,2,-12,-7,-2,1.8,-3,0,-2
CCN(CC1COc2ccccc2O1)C(=S)Nc1ccc(F)cc1 (configuration not stated),10,-11,-2,3,4,-2,-2.2,1,2,12
COc1cccc(C(=O)N(Cc2nc(-c3ccc(C)cc3)no2)C(C)C)c1,3,-20,-7,15,1,-3,0.6,3,5,-19
COc1ccc(NC(=O)c2ccccc2NC(=O)c2ccco2)cc1,4,-5,2,-3,-7,-1,0.1,2,2,2
CCO/C(C)=N/n1c2nc3ccccc3nc2c2c(=O)n(CC(C)C)c(C)nc21,-10,5,-2,0,-7,0,-1.2,-3,1,0
NC(=O)CSc1nc2ccccc2n1Cc1ccccc1F,-3,1,-1,-1,8,-3,0.8,11,1,-1
COc1cc(OC)c(C(=O)NNC(=O)CN(C)S(=O)(=O)c2ccc(Cl)cc2)cc1OC,0,6,-1,1,-2,-3,-1.1,-3,-6,-7

# Bioassay records from PubChem.
